Assay outcomes deposited in PubChem BioAssay by Sanford-Burnham Center for Chemical Genomics.
Rat MKP-3 inhibitors – inhibition of rat DUSP6 enzyme activity – biochemical, in vitro, primary screen (AID 425). 0.17% of 110,000 active. recombinant MKP-3 phosphatase activity, fluorescence; higher % means a stronger effect. inhibition, % at 20 µM, or IC50 in µM where a hit was titrated; in the data active = inhibition above about 50%;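 also: plate controls were vehicle for no effect and reference inhibitor for full effect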
Hsp70 displacement – Hsp70 inhibitors, probe displacement, primary screen, biochemical, fluorescence polarization (AID 583) | Hsp70 fluorescence polarization probe displacement, mP; higher % means a stronger effect | displacement, % at 20 µM; hits with a dose series show IC50 in µM | 0.06% of 140,000 active; in the data active = displacement above about 50%;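 also: plate controls were vehicle for no effect and reference ligand for full effect; a part of the inactive calls stands beside numbers as strong as those of hits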
* = called active by the depositor. The list is partial. The share of hits here may be higher or lower than overall.

SMILES	Rat MKP-3 inhibitors	Hsp70 displacement
CC12CC3CC(C)(C1)CC(N)(C3)C2	-0.8%	3.6%
